Nrf2 activator – activators of Nrf2 (ARE) signaling | AREc32 ARE-luciferase reporter (MCF7-derived line), luminescence, 24 h | Potency, µM (titrated, usually from 46.1 µM), for inactives: at the highest dose activation, actives largely listed as activators | AID 624171 | hit rate 0.31% among 410,000; also: potency is read from the fitted curve at half-maximal effect; % of control where 0% means no effect; nearly all actives have a fitted effect of over 65% in size
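Luminescent ARE reporter assay in AREc32_Fluc cells: overnight plating at 37 deg C, 24 hr compound incubation, Steady-Glo added, 30 min RT before reading.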
TGFb SMAD3 inh – inhibitors of TGF-b signaling | HepG2 CAGA-GFP TGF-b/SMAD3 reporter, GFP fluorescence, 18 h; TGF-beta stimulated, 500 pg/mL final | Potency, µM (doses to about 46.1 µM), inactives show top-dose activity, negative = inhibition, actives largely listed as inhibitors | hit rate 1.2% among 410,000; also: potency is read from the fitted curve at half-maximal effect; % is scaled to controls: 0 for no effect and ±100 for the full control effect; nearly all actives have a fitted effect of over 65% in size
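Cell-based qHTS in HEPG2 carrying a CAGA-GFP Smad reporter; compounds added before 500 pg/mL final TGF-beta, 18 h incubation at 37 degrees C, GFP fluorescence quantified per cell by imaging cytometry.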
Nrf2 inh – inhibitors of Nrf2 signaling; A549 ARE-Fluc reporter, luciferase luminescence, 18-24 h; Potency, µM (doses to about 46 µM), inactives show at the top dose activity change, negative = inhibition, hits mostly inhibitors; hit rate 2.1% among 360,000; AID 504444; also: potency is read from the fitted curve at half-maximal effect; % is scaled to controls: 0 for no effect and ±100 for the full control effect; nearly all actives have a fitted effect of over 60% in size
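A549 ARE_Fluc cells (5000/well, 5% FBS OPTI-MEM) pre-incubated 2 h, then treated with compounds 18-24 h at 37C/5% CO2 in concentration-response. CellTiter-Fluor viability read first; BugLite luciferase luminescence after 15 min at room temperature gives Nrf2 activity.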
HepG2 viability – kills HepG2 cells in TGF-b inhibitor counter-screen; HepG2 CAGA-GFP viability, ATP luminescence, 18 h; hit rate 0.76% among 410,000; Potency, µM (top dose mostly 46.1 µM), for inactives: at the highest dose activity change, negative = cytotoxicity, actives largely listed as cytotoxic; also: potency is read from the fitted curve at half-maximal effect; some results filed as inactive show a strong effect at the top dose
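HepG2 CAGA-GFP cells (1000/well, DMEM with 1% FBS) received compound, then TGF-beta at 500 pg/mL final, and were incubated 18 hours at 37 degrees C. Viability was read by CellTiter-Glo luminescence. Media-only wells were set as complete cell-killing and DMSO as no toxicity.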
Akt phos inh – inhibitors of Akt phosphorylation | hit rate 0.32% among 360,000 | activity change, % for hits at 50 µM | Neuro2A IGF-stimulated pAkt S473 HTRF, 20 min; stronger effect = lower value | AID 651550; in the data active = activity change below about -80%; inconclusive = mostly about -51% to -80%; also: % is scaled to controls: 0 for no effect and ±100 for the full control effect
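Single-point screen (50 µM final compound) in Neuro2A cells stimulated 20 min with 6 nM IGF at 37 deg C. After lysis, Ser473-phosphorylated Akt read by HTRF (ex 330 nm, em 615/665 nm) as the 665/615 ratio.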
CCT modulator – changes cytosolic chaperonin activity. hit rate 0.3% among 360,000. activity change, % (no concentration beside the values), hits read low. AID 651819. purified chaperonin ATPase assay, HTRF ADP detection, 30 min; in the data active = activity change below about -30%; also: % is scaled to controls: 0 for no effect and ±100 for the full control effect
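TRiC at 40 or 20 nM final (batch-dependent) in 30 mM Tris pH 7.4, 100 mM KCl, 5 mM MgCl2, 1 mM DTT, with compound at single 76 uM and 10 uM ATP, 30 min at 37 deg C. ADP detected by HTRF Transcreener, 665/615 ratio.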
Abeta rescue – A-beta toxicity reversal in yeast | hit rate 0.063% among 410,000 | Potency, µM (highest dose often 46.1 µM), without a hit: top-dose growth rescue, most hits filed as activators | yeast expressing A-beta42, growth rescue, OD600, 48 h; response scale: 0% DMSO, 100% iron-clioquinol control; also: potency is read from the fitted curve at half-maximal effect; nearly all actives have a fitted effect of over 55% in size
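Yeast A-beta toxicity model in growth medium with pinned compounds, 48 h at 30 C; growth read as absorbance at 600 nm. Normalized to FeCl3/clioquinol equimolar mix (positive) and DMSO (negative).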
Mm-Cpn inhibitor – M. maripaludis TRiC chaperonin inhibition; purified Mm-Cpn ATPase, ADP Transcreener TR-FRET; Potency, µM (doses to about 76.9 µM), without a hit: at the top dose activity, negative = inhibition, actives largely listed as inhibitors; hit rate 0.031% among 330,000; also: potency is read from the fitted curve at half-maximal effect; % is scaled to controls: 0 for no effect and ±100 for the full control effect; nearly all actives have a fitted effect of over 80% in size
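Reaction buffer contained 30 mM Tris pH 7.4, 100 mM KCl, 5 mM MgCl2 and 1 mM DTT. Mm-CPN (25 nM final) hydrolysed 10 uM ATP over 30 min at 37°C; ADP was read by HTRF.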
A549 viability – kills or reduces viability of A549 cells in Nrf2 counter-screen | A549 ARE-Fluc cells, CellTiter-Fluor viability, 18-24 h | Potency, µM (top dose mostly 46 µM), for inactives: at the top dose activity change, negative = cytotoxicity, usual class: inhibitors | hit rate 0.16% among 390,000; also: potency is read from the fitted curve at half-maximal effect; % is scaled to controls: 0 for no effect and ±100 for the full control effect
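A549 ARE-Fluc cells in 5% FBS OPTI-MEM, 5000 cells/well, rested 2 h then exposed to compounds in concentration-response for 18-24 h at 37 °C. Viability by CellTiter-Fluor fluorescence (Ex 405/Em 525) after 30 min; luciferase luminescence (BugLite, 15 min, RT) read afterwards.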
Numbers without * were called inactive; i = inactive; u = inconclusive; x = not tested or not shown; [ ] = remark or other dose. Unless noted, calls follow the shape of the dose curve; as a rule, active = well fitted curve in the direction sought with a large enough effect; inconclusive = small, poorly fitted or top-dose-only effect, or another doubt; inactive = no such curve, though single readings can be large; an effect the other way counts as inactive or inconclusive.

SMILES	Nrf2 activator	TGFb SMAD3 inh	Nrf2 inh	HepG2 viability	Akt phos inh	CCT modulator	Abeta rescue	Mm-Cpn inhibitor	A549 viability
Cc1occc1C(=O)Nc1ccc(S(N)(=O)=O)cc1	-0.4%	-6%	-11%	0%	i	-1.5	-9%	2%	-8%
COc1ccc(-c2csc(NC(=O)c3ccc(S(=O)(=O)N4CCc5ccccc5C4)cc3)n2)c(OC)c1	0.6%	-16%	u	3%	i	0.2	-8%	50µM*	1%
O=C(COC(=O)C1CC2CCCC(C1)C2=O)NC(=O)c1ccc(OC(F)F)cc1 (stereo not drawn)	-0.3%	0%	-21%	-24%	i	0.5	-4%	0%	1%
Cc1cccc(C)c1C(=O)N[C@@H](Cc1ccccc1)C(=O)O	-0.5%	8%	16%	5%	i	-1.8	-6%	x	-3%
CCOC(=O)C1CCN(C(c2ccc(C)cc2)c2sc3nc(-c4ccco4)nn3c2O)CC1 (stereo not drawn)	0.5%	3%	x	-2%	x	x	3%	x	-1%
O=C(Cc1ccc(F)cc1)NCCc1ccccc1	0.4%	0%	9%	1%	i	-0.2	24%	-2%	-3%
CC(C)Nc1nc(SCC(N)=O)nc(N2CCOCC2)n1	-0.2%	-31%	6%	0%	i	-1.1	4%	1%	-5%
Cc1cc(C)c2[nH]c(=O)c(CN(Cc3nnnn3C3CCCC3)C3CCCCC3)cc2c1	-0.3%	0%	4%	-8%	i	-3.7	-2%	-2%	3%
O=C(COc1ccccc1)OCc1cc2ccccc2[nH]c1=O	-0.6%	34%[activator]	u	2%	i	-1.3	8%	3%	-2%
CCc1nn(CC(=O)NCCc2ccc(S(N)(=O)=O)cc2)c(=O)c2cc3sccc3n12	0.2%	19%	-23%	0%	i	-1.2	4%	-21%	0%
Cc1ccc(NC(=O)NCCN2CCN(C(=O)Nc3ccc(C)cc3)CC2)cc1	2.6%	9%	-9%	11%	i	0.2	7%	1%	-4%
CCOC(=O)CSC(CC)C(=O)Nc1nnc(C(C)C)s1 (stereo not drawn)	0.0%	7%	8%	6%	i	0.1	-13%	0%	-5%
CC(C)[C@H](NC(=O)c1cccc(S(=O)(=O)N2CCOCC2)c1)C(=O)Nc1nccs1	-0.9%	1%	-17%	16%	i	-5.1	2%	-6%	1%
CCN(Cc1ccccc1)C(=O)CSc1nc(C)cc2c1C(=O)OC2	-0.6%	-9%	17%	1%	i	0.6	17%	0%	5%
CC(C)CCN1CN(S(=O)(=O)c2cccs2)c2nc3ccccc3nc21	0.2%	-6%	-9%	-19%	-107%*	-2.4	6%	-1%	-12%
O=C(c1ccco1)N1CCN(C(=O)c2ccccc2OCc2ccc(Cl)cc2)CC1	-0.2%	-4%	12%	-22%	i	-1.6	16%	-4%	-19%
CCOc1ccc(N2CC(c3nc4ccccc4n3CCOc3ccc(CC)cc3)CC2=O)cc1 (stereo not drawn)	-1.2%	u	14%	-6%	x	x	18%	x	3%
Nc1[nH]ncc1-c1ccc(Cl)cc1	16%	1%	-5%	5%	i	-6.7	8%	2%	8%
COc1ccc(O)c(C(=O)c2cc(SCC(=O)O)c3nc4sc5c(c4c(=O)n3c2)CCCC5)c1	0.3%	2%	3%	-12%	i	0.0	-24%	-3%	-20%
Cc1ccc(S(=O)(=O)N2CCCC2C(=O)Nc2nc3c(s2)CCCC3)cc1 (stereo not drawn)	2.0%	3%	-25%	-38%	i	1.2	-9%	2%	-18%
O=C(O)c1nn2c(C(F)(F)F)cc(-c3cccs3)nc2c1Cl	-0.2%	3%	13%	11%	i	1.6	1%	1%	-12%
Cc1nc2ccccc2nc1N1CCC(C)CC1	0.1%	9%	11%	-16%	i	-0.1	0%	x	0%
COc1cccc(-c2noc(COc3ccc(C(C)(C)C)cc3)n2)c1	0.5%	35%[activator]	20%	28%	x	x	2%	x	4%
CCOc1cc2c(cc1OCC)CN(C(=O)c1cccc(S(=O)(=O)N3CCCC3)c1)CC2	3.0%	u	u	-24%	i	-0.8	-9%	-1%	-4%
Cc1cccc(-n2c(CCCN3C(=O)c4ccccc4C3=O)nc3ccccc3c2=O)n1	-0.6%	0%	x	1%	i	2.0	-4%	0%	-2%

By substructure: those above with an aryl thioether with sulfur outside any ring (3)
SMILES	Nrf2 activator	TGFb SMAD3 inh	Nrf2 inh	HepG2 viability	Akt phos inh	CCT modulator	Abeta rescue	Mm-Cpn inhibitor	A549 viability
CC(C)Nc1nc(SCC(N)=O)nc(N2CCOCC2)n1	-0.2%	-31%	6%	0%	i	-1.1	4%	1%	-5%
CCN(Cc1ccccc1)C(=O)CSc1nc(C)cc2c1C(=O)OC2	-0.6%	-9%	17%	1%	i	0.6	17%	0%	5%
COc1ccc(O)c(C(=O)c2cc(SCC(=O)O)c3nc4sc5c(c4c(=O)n3c2)CCCC5)c1	0.3%	2%	3%	-12%	i	0.0	-24%	-3%	-20%

Further structures.
SMILES	Nrf2 activator	TGFb SMAD3 inh	Nrf2 inh	HepG2 viability	Akt phos inh	CCT modulator	Abeta rescue	Mm-Cpn inhibitor	A549 viability
COc1cccc(CC(NC(C)=O)C(=O)NC2CCN(C(=O)c3ccc(Cl)cc3)CC2)c1 (stereo not drawn)	0.1%	6%	-4%	6%	i	-1.1	-1%	-2%	0%
CCOC(=O)C1=C(CSc2nc3ccccc3s2)NC(=O)NC1c1cccc([N+](=O)[O-])c1 (stereo not drawn)	2.1%	-14%	u	-36%	i	0.8	16%	-2%	-2%
Cc1ccc(NC(=O)c2oc3ccc(S(=O)(=O)N4CCOCC4)cc3c2C)cc1C	-0.3%	-12%	-27%	-14%	i	-2.6	-5%	1%	-12%
COc1ccc(C=O)cc1COc1ccc(F)cc1F	-0.1%	-3%	5%	-6%	i	1.0	-16%	-5%	4%
O=C(NCC(=O)N1CCCCCCC1)c1ccccc1Cl	3.0%	9%	25%	-2%	i	-1.4	12%	-1%	4%
CC(=O)Nc1cc2c(cc1C(=O)c1ccccc1)OCCO2	0.0%	u	5%	-6%	i	-0.7	9%	0%	5%
Cc1nnc(SCC2=C(C(=O)O)N3C(=O)C(NC(=O)Cn4ncc(Cl)c4C)C3SC2)s1 (stereo not drawn)	-0.1%	-1%	9%	6%	i	-0.1	5%	1%	-1%
Cc1ccc(OCCC(=O)OCC(=O)NNC(=O)c2ccccc2)cc1	0.2%	11%	u	0%	i	5.3	10%	0%	5%
Cc1nc(S(=O)(=O)Cc2ccccc2)nc2c1CCC2	-0.4%	-1%	-9%	-1%	i	-0.7	-1%	0%	0%
CCCCCCCCCCCCCC(=O)O	2.4%	-4%	15%	1%	i	-5.0	-20%	0%	-2%
NC(=S)N=Nc1ccc(NN=C(N)N)cc1	-0.9%	-9%	-17%	3%	i	0.4	-34%[inhibitor]	-4%	u
CCCSc1nnc(NC(=O)Nc2ccc(F)cc2)s1	4.9%	u	u	-16%	i	-2.8	6%	0%	u
Cc1ccc(OCC(=O)NCCNC(=O)c2ccco2)cc1C	-0.4%	1%	29%	3%	i	1.8	-7%	0%	1%
O=C(NCC(=O)N1CCN(S(=O)(=O)c2ccccc2F)CC1)c1ccc2ccccc2c1	0.1%	-18%	-20%	-17%	i	-1.0	5%	0%	0%
CCOc1ccc(OCC)c(NC(=O)CSc2nc3c(c(=O)n(C)c(=O)n3C)n2C(C)C)c1	4.2%	-29%	16µM*	0%	i	2.0	-10%	2%	-9%
CCc1nn2c(=O)cc(COC(=O)c3ccc(NC(=O)C4CCCCC4)cc3)nc2s1	0.9%	1%	x	1%	x	x	0%	x	-7%
Cc1ccccc1OCC(=O)Nc1ccccc1C(=O)N1CCCCC1	0.5%	15%	1%	2%	i	-1.3	-6%	3%	0%
CN(CCC(=O)Nc1ccc(Br)cc1)Cc1ccccc1	5.9%	1%	-12%	-5%	i	-0.7	-1%	0%	0%
FC(F)(F)c1cc(-c2cccc(Br)c2)nc2ncnn12	u	20%	-6%	0%	x	x	-17%	x	4%
O=C(Nc1cccc(OC(=O)c2ccco2)c1)c1ccco1	5.4%	-3%	3%	-23%	i	-4.5	-26%	0%	-9%
c1ccc(-c2nnc(-c3ccccn3)nc2NC2CCCCC2)cc1	4.6%	u	1.8µM*	-14%	i	2.8	-81%[inhibitor]	0%	u
COc1ccccc1/C=N/n1c(N)c(S(=O)(=O)c2cccs2)c2nc3ccccc3nc21	-0.2%	-18%	2%	2%	x	2.9	-7%	-1%	-5%
Cc1ccc(NC(=S)N2CCCC(O)C2)cc1 (stereo not drawn)	-0.1%	-5%	u	-2%	i	-0.4	0%	1%	2%
Cc1ccc(C)c(NC(=O)CN(C)C(=O)COc2ncnc3sccc23)c1	-0.7%	-13%	4%	8%	i	-0.8	-19%	0%	1%
O=C(N/N=C/c1cc([N+](=O)[O-])ccc1O)c1ccc2c(c1)OCCO2	2.5%	-11%	u	-13%	i	2.5	-10%	-2%	-15%
CCn1nc([N+](=O)[O-])c(C(C#N)c2nc3ccccc3n2C)c(Cl)c1=O (stereo not drawn)	u	-4%	0%	4%	i	1.5	4%	-2%	-10%
CCOc1ccc(N2CC(C(=O)NCCc3ccc(F)cc3)CC2=O)cc1 (stereo not drawn)	0.9%	-18%	6%	-4%	i	1.1	23%	1%	-1%
O=C(O)c1ccc(N/N=C/c2c(F)cccc2Cl)cc1	-1.7%	-4%	u	-2%	i	1.0	-82%[inhibitor]	2%	-1%
O=C(Nc1csc(Cl)c1)c1ccccc1	u	-2%	23%	-18%	i	1.4	-1%	x	-2%
Cn1nnnc1SCC(=O)Nc1ccc2c(c1)OCCO2	-0.2%	0%	u	-5%	i	-1.8	4%	-3%	0%
